# TAG inh: inhibitors of triacylglycerol accumulation, primary screen, cell-based, uHTS, fluorescence, H9c2. H9c2 cells, Nile Red lipid (TAG) fluorescence; cells loaded with 200 µM oleic acid. inhibition, % at 12.5 µM. actives 0.66% (n = 230,000);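 active = pattern-corrected inhibition of lipid staining of at least 50% with the nuclear-stain viability signal not falling by more than 50%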;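 also: 0% = DMSO wells and 100% = triacsin C control wells; some results filed as inactive read as strong as hits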
# TAG inh DAPI viability: second read-out of TAG inh, no call of its own (marks repeat the call); DAPI nuclei signal change (viability), lower = more cytotoxic, %;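 whole-well DAPI fluorescence read on a plate reader as a viability signal; minus 50 percent equals half of cells still viable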
# Active calls of the source: *; i = inactive. The list is partial; the hit share may differ from the screen's.
# A first look, 5 compounds:
molecule	TAG inh	TAG inh DAPI viability
CC(=O)Nc1ccc(NC(=O)COC(=O)c2ccc(Cl)nc2)cc1	-13	0
NNC(=O)c1n[nH]c2c1CC(C1CCCCC1)CC2 (centres undefined)	-16	4
CON(C)C(=O)/C=C/CCCCNC(=O)OC(C)(C)C	-7	4
CCn1c(COc2cccc(C)c2)nnc1SCC(=O)Nc1cccc(C(=O)O)c1	13	-10
COc1ccc(C(=O)N/N=C/c2ccc(OC)c(COc3ccc(F)cc3F)c2)cc1	10	-4

# Main list (from the top)
molecule	TAG inh	TAG inh DAPI viability
CC(=O)Nc1ccc(NC(=O)COC(=O)c2ccc(Cl)nc2)cc1	-13	0
NNC(=O)c1n[nH]c2c1CC(C1CCCCC1)CC2 (centres undefined)	-16	4
CON(C)C(=O)/C=C/CCCCNC(=O)OC(C)(C)C	-7	4
CCn1c(COc2cccc(C)c2)nnc1SCC(=O)Nc1cccc(C(=O)O)c1	13	-10
COc1ccc(C(=O)N/N=C/c2ccc(OC)c(COc3ccc(F)cc3F)c2)cc1	10	-4
COc1ccnc(N=CNOCc2ccc(Cl)cc2)c1C#N	10	-3
CC1(C)Cc2sc3c(=O)[nH]c(=S)[nH]c3c2CO1	-14	11
COc1ccccc1C(=O)C(=O)c1ccccc1OC	-2	-2
Cc1cc2c(cc1S(=O)(=O)NCCc1ccccc1)NC(=O)CO2	-30	9
Cc1cc(=O)[nH]c(NN=Cc2c(Cl)cccc2Cl)n1	5	4
Cc1ccc(-c2cc(C(=O)NCCN3CCOCC3)c3ccccc3n2)o1	4	13
Cc1nnc2sc(-c3ccncc3)nn12	-6	6
COc1ccc(OCC(=O)N2CCN(S(=O)(=O)c3ccc4c(c3)OCCO4)CC2)cc1	14	-26
Cc1ccc(CNC(=O)CSc2nc3ccsc3c(=O)n2Cc2ccccn2)cc1	5	-9
COC(=O)[C@H](C)NC(=O)Nc1cccc(Br)c1	8	-8
Cc1[nH]n(C(N)=S)c(=O)c1C(c1ccccc1)C(C#N)C#N (centres undefined)	-22	7
CC1(C(=O)NS(=O)(=O)c2ccccc2)CCN1C(=O)C/C=C/c1ccccc1 (centres undefined)	2	11
Cc1nnsc1-c1onc(C)c1C(=O)Nc1cc(Cl)cc(Cl)c1	1	-7
O=S(=O)(c1cnc[nH]1)N1CCCCCC1	13	-5
COC(=O)c1ccc(-c2nc3ccc(C)cc3o2)cc1	23	31
Cn1c(C(=O)N2CCN(c3ccccc3)CC2)cc2cc(Cl)ccc21	-9	4
COc1ccc(-n2c(=S)[nH]c3cc(C(=O)NC4CCCCC4)ccc3c2=O)c(OC)c1	2	5
Cc1ccc(C(=O)OCC(=O)NC2CCS(=O)(=O)C2)c(C)c1 (centres undefined)	-9	5
COc1ccc(-c2cc(-c3ccccc3)nc(N)n2)c(O)c1	35	4

# Filtered by structure: those above with two or more sulfur atoms.
molecule	TAG inh	TAG inh DAPI viability
CC1(C)Cc2sc3c(=O)[nH]c(=S)[nH]c3c2CO1	-14	11
Cc1ccc(CNC(=O)CSc2nc3ccsc3c(=O)n2Cc2ccccn2)cc1	5	-9

# Further entries:
molecule	TAG inh	TAG inh DAPI viability
Cc1[nH]c(=S)c(C#N)c(C)c1C(=O)Nc1ccccc1	6	3
Cc1ccc(CNC(=O)CNC(=O)c2ccc(Br)o2)cc1	6	6
Cc1c(Cl)cccc1-n1c(SCC(=O)N(C)Cc2ccccc2)nnc1-c1ccncc1	-24	3
CSc1ncccc1C(=O)NCCc1ccccc1	-2	7
CN(C)CCCN(C(=O)CCSc1ccccc1)c1nc2cc3c(cc2s1)OCO3	7	27
Cc1ccc(Nc2nc(N)nc(CSc3nnc(-c4ccncc4)o3)n2)cc1	11	-3
COc1cc(C(=O)N/N=C(\c2ccccc2)c2ccccn2)cc(OC)c1OC	19	-25
CCc1noc(C)c1C(=O)NNC(=O)COc1ccc(C)cc1	0	-6
Cc1oc2ccc(OCc3c(F)cccc3Cl)cc2c1C(=O)O	-6	10
Nc1c(Cl)c(Cl)nc(C(=O)N/N=C/c2cccnc2)c1Cl	5	-3
O=C(COC(=O)c1cccc(S(=O)(=O)N2CCCCCC2)c1)NCc1ccc(Cl)cc1	1	-5
O=C1CC(c2ccccc2)CC2=C1C=Nc1ccccc1N2 (centres undefined)	-1	-7

# Grouped by structure, the entries above with bromine.
molecule	TAG inh	TAG inh DAPI viability
COC(=O)[C@H](C)NC(=O)Nc1cccc(Br)c1	8	-8
Cc1ccc(CNC(=O)CNC(=O)c2ccc(Br)o2)cc1	6	6

# New compounds follow:
molecule	TAG inh	TAG inh DAPI viability
N#CCCN(C(=O)COC(=O)c1cc(S(=O)(=O)N2CCOCC2)ccc1Cl)c1ccc(F)cc1	8	1
Cc1csc(NC(=O)C2CC(=O)N(c3ccc4c(c3)OCCO4)C2)n1 (centres undefined)	2	0
FC(F)(F)c1cnc(N/N=C/c2ccncc2)c(Cl)c1	8	-3
CCc1c(C2(O)CCCCC2)[nH]c2c(C(=O)OC)cc(Cl)cc12	3	-2
CC(C)[C@H](NC(N)=O)C(=O)Nc1ccc2c(c1)CCC2	-8	4
O=C(CSc1nncc(=O)[nH]1)Nc1cccc([N+](=O)[O-])c1	15	-1
O=C(NCC(=O)N1CCN(Cc2c(F)cccc2Cl)CC1)c1cccs1	10	-8
Cc1cccc(NC(=O)C2CCCC2)c1	-6	10
O=C(NN=C1CCCCCC1)c1cccs1	12	-3
Nc1[nH]c(=O)ncc1F	-6	-1
O=C(COc1ccccc1[N+](=O)[O-])N1CCN(C(=O)c2ccco2)CC1	-6	-6
CN(C(=O)c1cncc(Br)c1)c1c(N)n(Cc2ccccc2)c(=O)[nH]c1=O	9	0
CC(=NCCc1c(C)[nH]c2ccc(OCc3ccccc3)cc12)C1=C(O)CC(c2ccccc2)CC1=O (centres undefined)	9	1
CCOc1cccc(-c2nnc3sc(COc4ccc(C)cc4)nn23)c1	18	-6
CC(=O)Oc1ccc2oc(/C=C/N(C)C)c([N+](=O)[O-])c2c1	8	2
NC(=O)CSC1=Nc2ccccc2C2=NC(c3ccccc3)C(=O)N12 (centres undefined)	-10	2
Cc1nn(-c2ccccc2)c(C)c1C(=O)OCC(=O)c1c(N)n(CC(C)C)c(=O)n(C)c1=O	-40	11
CCN1C(=O)[C@H]2[C@@H](c3ccc(C)cc3)N3C(=O)N(c4ccccc4)C(=O)[C@@]3(Cc3ccccc3)[C@H]2C1=O	14	-4
O=C(NCCCc1ccccc1)c1ccc(F)cc1	-11	2
O=C1c2ccsc2SCCN1Cc1cccc(Cl)c1	-3	i
Cc1cccc(C(=O)Nc2ccn(C)n2)c1	-1	4
FC(F)(F)c1cccc(-c2cc3nc(NCCCn4ccnc4)ccn3n2)c1	-7	28
Cc1cc(C)c(C)c(OCCN2CC(C)OC(C)C2)c1 (centres undefined)	-14	0
Cc1nc2sc3c(c2c2nnc(SCC(=O)NCc4ccco4)n12)CCCC3	5	6
COc1ccc(C(=O)Cc2cc(OC)c(OC)cc2C(=O)c2ccccc2F)cc1OC	-7	-7
CCCCC(=O)N(C)c1c(C)nc2ccc(C(=O)N3CCN(C(C)=O)CC3)cn12	-5	17
NC(=O)C1CCN(C(=O)c2cc3ccccn3n2)CC1	-2	-1
CCOC(=O)COc1cccc2c(=O)n(CC(=O)NCc3ccccc3)ccc12	44	-12
COc1ccc(-c2ccc(S(=O)(=O)N3CCCC3)cc2)cc1	10	-3
COc1ccc2[nH]c(C)c(C(=O)CN3CCN(C(=O)c4ccco4)CC3)c2c1	18	-1
Cc1cccc(C(=O)OCC(=O)c2c(N)n(CC(C)C)c(=O)n(C)c2=O)c1[N+](=O)[O-]	-11	-5
O=C(Cn1nc(-c2ccccc2)nc1-c1ccccc1)N1CCOCC1	3	-12
CC(C)C1CC(O)(C2(O)CCCCC2)ON1 (centres undefined)	-23	10
Cc1oc(-c2ccc(Cl)cc2)nc1CN1CCC(C(=O)NCCCN2CCCC2=O)CC1	-4	-1
O=C(NCc1ccccc1F)Nc1nnc([C@@H]2C[C@H](O)[C@@H](CO)O2)s1	-5	-1
CCCNC(=O)C1(C)CCN(C(=O)c2cc(C)nn2C(C)(C)C)C1 (centres undefined)	-3	6
NC1=NN(c2c(Cl)cc(Cl)cc2Cl)C(=O)C1	3	-2
Cc1cc(NC(=O)CCN2C(=O)C3C4CCC(C4)C3C2=O)cc(C)c1Br (centres undefined)	12	-6
CCC(C)c1c(NS(=O)(=O)c2ccc(C)cc2)o[nH]c1=O (centres undefined)	-16	5
Cc1cccc(CCNC(=O)c2cccc(NC3=NC4CS(=O)(=O)CC4S3)c2)c1 (centres undefined)	-7	2
O=C(NCCc1nnc2ccc(NCc3cccnc3)nn12)c1ccccc1F	0	3
Cc1ccc(CN=C(N)Nc2nc(C)cc(C)n2)cc1	25	-29
Cc1ccc(S(=O)(=O)N2CCN(CC(=O)Nc3ccccc3Cl)CC2)cc1	-3	-11
COC(=O)CCC(=O)OC1(C)C(=O)C=C2C=C(C3CC3)N(CCCOC(C)C)C=C2C1=O (centres undefined)	16	-7
CCOC(=O)C1CCCN(C(=O)C2CCN(S(=O)(=O)c3ccc4ccccc4c3)CC2)C1 (centres undefined)	20	-14
CCc1ccccc1NC(=O)CN(C)C(=O)c1cc(C2CC2)nn1-c1ccccc1	27	-5
Cc1ccc(C(=O)Nc2cccnc2)cc1S(=O)(=O)N1CCCCCC1	15	2
O=S(=O)(O)c1ccc(N2N=C(c3ccccc3)CC2c2ccccc2)cc1 (centres undefined)	7	61

# Next section.
# Results follow in this order: TAG inh	TAG inh DAPI viability
- CN1Cc2c(N3CCOCC3)nc3sc(C(=O)c4ccc(Br)cc4)c(N)c3c2CC1(C)C
    68*	-8.7*
- CC1COc2ccccc2N1C(=O)c1ccc(Cl)nc1 (centres undefined)
    11	-16
- C/C(N)=C(/C#N)C(=O)COc1ncnc2ccc(Br)cc12
    -4	-9
- CCOCCCNC(=O)CN1CCN(Cc2ccccc2C)C1=O
    -17	3
- NC(=O)C1(N2CCCCC2)CCN(Cc2nc(-c3cccs3)no2)CC1
    -12	-3
- CC(=O)Nc1ccc(NC2=Nc3ccccc3N3C2=Nc2c(c(C)nn2-c2ccccc2)C3c2ccccc2)cc1 (centres undefined)
    54*	-2.9*
- CCCCn1c(=O)cc(O)c2ccccc21
    5	3
- CC(C)(C)c1ccccc1OCC(=O)Nc1ncn[nH]1
    -9	7
- Cc1ccc(CC(=O)Nc2cc([N+](=O)[O-])ccc2F)cc1
    -7	2
- COc1ccc(-n2ccnc2SCC(=O)NC2CCCC2)cc1
    -11	-3
- CCC/C=C/c1ccc(CN2C(C)C(=O)N(Cc3cn(CCOCOC)nn3)CCS2(=O)=O)cc1 (centres undefined)
    2	1
- Cc1ccc(C(=O)NCCc2ccccc2)cc1S(=O)(=O)N1CCOCC1
    20	-8
- COC(=O)c1sccc1NC(=O)NC1CCCCC1
    -12	3
- O=C(c1ccccc1)C1(c2ccccc2)OC1c1ccccc1 (centres undefined)
    -23	8
- CC1CCCCC1NC(=O)CN1CCN(S(=O)(=O)c2ccc(Br)s2)CC1 (centres undefined)
    -16	-4
- COc1ccc(-c2ccc3c(c2)S(=O)(=O)c2cccc(C(=O)NC4CC4)c2C3=O)cc1OC
    -20	11
- CSC1=NC(NCCCO)c2c(sc3c2CC(C)(C)OC3)N1 (centres undefined)
    13	30
- COc1cc2c(cc1OC)C1C(C(=O)Nc3ccccc3N3CCN(C)CC3)c3ccccc3C(=O)N1CC2 (centres undefined)
    10	-7
- CCC(CO)Oc1cc(NCc2cccc(Cl)c2)c2ncn(C(C)C)c2c1 (centres undefined)
    8	-4
- CC(=O)Nc1cccc(OCCCNC(=O)c2cccc3ccccc23)c1
    -15	5
- O=C(Nc1cccc(S(=O)(=O)NC2=NCCC2)c1)c1ccc(F)cc1F
    -1	-4
- O=[N+]([O-])c1ccc2cn(-c3ccccc3)nc2c1
    1	1
- COc1ccc(Cl)cc1CNCCCSc1ncccn1
    7	-5
- Nc1ccc(S(=O)(=O)NC(=O)c2ccccc2)cc1
    -8	-3
- COc1ccc(-c2cc(C(F)(F)F)n3nc(C(=O)NCc4ccco4)c(Cl)c3n2)cc1
    28	9
- CCOC(=O)c1cc(-c2csc(N/N=C/c3ccccc3Cl)n2)on1
    9	-2
- COc1ccc(NC(=O)C2CCN(S(=O)(=O)c3cccc4cccnc34)CC2)cc1
    0	0
- OC(CCc1ccncc1)COc1ccccc1 (centres undefined)
    5	0
- CC(C)(C)c1ccc(OCC(=O)N/N=C/C2CC=CCC2)cc1 (centres undefined)
    -6	1
- CCCc1noc2c1C(c1cc(Br)ccc1F)C(C#N)=C(N)N2 (centres undefined)
    1	3
- CS(=O)(=O)N1CCN(c2ccc([N+](=O)[O-])cc2C(F)(F)F)CC1
    -12	-1
- CC1(C)Cc2cccc(OCC(=O)N3CCN(c4ccccc4Cl)CC3)c2O1
    -22	4
- C[C@]12C=CC(=O)C=C1CC[C@@H]1[C@@H]2[C@@H](O)C[C@@]2(C)[C@H]1CC[C@]2(O)C(=O)CO
    30	16
- COc1ccc(-c2noc(CN(C)Cc3ccccc3)n2)cc1
    -8	-3
- COc1cccc(NC(=O)c2nnn(CCc3ccccc3)c2N)c1
    6	-12
- O=C(COc1ccccc1C(=O)Nc1ccccc1)c1ccc(Br)cc1
    11	-1
- CN1CCN(CCCCOc2ccccc2-c2ccccc2)CC1
    4	22
- N#Cc1ccc(N2C(=O)[C@@H]3C(C(=O)c4cnccn4)=NN[C@@H]3C2=O)cc1
    15	-12
- CC(=O)Nc1cc(-c2ccccc2)cn2c(-c3ccc(F)c(Cl)c3)cnc12
    -5	-6
